CSM14.1 death rescue = protection against thapsigargin-triggered cell killing – 384-well, CSM14.1, ATP luminescence, primary screen (AID 1222); CSM14.1 thapsigargin-induced death rescue, ATP luminescence; higher % means a stronger effect; 190,000 tested, under 10 active; cellular ATP content (survival), % at 20 µM, or EC50 in µM where a hit was titrated;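 active = EC50 below 50 µM in the dose-response confirmation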;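 note: death triggered by thapsigargin at about 15 µM added after 2 h compound pretreatment; cell ATP read after overnight thapsigargin exposure of roughly 18 to 22 hours; normalized against plate controls of thapsigargin alone and 5% DMSO vehicle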
UTI89 phage lysis = inhibition of K1F phage lysis, E. coli UTI89, bacterial capsule biogenesis inhibitors, alamar blue (AID 488966). E. coli UTI89 K1F phage lysis, alamar blue, 2 h; higher % means a stronger effect. inhibition, % at 100 µM, or IC50 in µM where a hit was titrated. 0.02% of 340,000 active;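 active = phage lysis inhibition, versus mean bacterial control, above a set limit; inconclusive = no clear call, values can overlap the other calls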;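 note: capsule biogenesis inhibitors block K1F phage lysis so surviving cells raise fluorescence; higher fluorescence means more inhibition of phage lysis; actives were called in the ten point dose series up to 300 µM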
NS5 inhibitors = flavivirus cap methylation enzyme inhibition – biochemical, confirmation dose response, primary screen (AID 588689). Dengue-2 NS5 methyltransferase capping enzyme assay, biochemical; higher % means a stronger effect. 0.3% of 340,000 active. inhibition, % at 25 µM; hits with a dose series show IC50 in µM; in the data active = a potency from the dose series; inconclusive = inhibition above about 29% without an active follow-up result
Yfh1-depleted yeast = enhancers of respiration in Yfh1-depleted yeast, dose response, Friedreich's ataxia, plus single-dose screen (AID 1465) | 0.074% of 220,000 active | S. cerevisiae Yfh1-off respiration, WST-1 reduction, 72 h; higher fold induction means a stronger effect | fold induction at 50 µM, or EC50 in µM where a hit was titrated;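 active = fold induction of absorbance versus untreated yeast above a set limit, then at least 30% activation at any dose in follow-up; inconclusive = repeats straddling the limit, or above it without dose testing; inactive = fold induction below the set limit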;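 note: activators that raise dye reduction in frataxin-depleted yeast; strong numbers were not always called active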
XIAP antagonists = small molecules displacing peptide from XIAP – biochemical, IAP family, fluorescence polarization (AID 1018) | XIAP BIR domain, fluorescence polarization peptide displacement; higher % means a stronger effect | displacement, % at 20 µM, or IC50 in µM where a hit was titrated | 0.007% of 200,000 active; in the data active = displacement above about 50%; note: a part of the inactive calls stands beside numbers as strong as those of hits
RSV CPE inhibition = RSV antiviral activity via CPE protection, HEp-2 cells, primary 10 µM value included (AID 2391); HEp-2 cells, RSV-induced CPE inhibition; higher % means a stronger effect; one-dose CPE inhibition, % at 10 µM; IC50 in µM for titrated hits; 0.13% of 310,000 active; in the data active = a potency from the dose series; inconclusive = CPE inhibition mostly from about 23% at the one dose, without a potency; inactive = the rest, 99 in 100 with CPE inhibition below about 21%; note: strong numbers were not always called active
WT yeast gro inh = growth inhibition of WT yeast, mitochondrial fusion screen | mitochondrial fusion phenotypic screen, WT strain | inhibition, % at 10 µM | 2.1% of 190,000 active | AID 1362; in the data active = inhibition above about 58%; tested in S. cerevisiae
SV40 large T antigen = TAg ATPase/helicase activity blockers – biochemical (AID 1903); SV40 large T antigen ATPase/helicase inhibition assay; higher % means a stronger effect; one-dose inhibition, % at 20 µM; IC50 in µM for titrated hits; 0.39% of 310,000 active; in the data active = a potency from the dose series; inconclusive = inhibition mostly from about 32% at the one dose, without a potency; inactive = the rest, 99 in 100 with inhibition below about 32%; note: strong numbers were not always called active
West Nile antiviral = West Nile virus antiviral activity, cell-based, CPE readout (AID 1621); West Nile virus-infected cells, CPE inhibition; higher % means a stronger effect; CPE inhibition, % at 10 µM, or IC50 in µM where a hit was titrated; 0.02% of 290,000 active; in the data active = a potency from the dose series; inconclusive = CPE inhibition mostly from about 3.7% at the one dose, without a potency; inactive = the rest, 99 in 100 with CPE inhibition below about 2.2%; note: strong numbers were not always called active
WT yeast gro inh mutant strain = second read-out of WT yeast gro inh, no call of its own (marks repeat the call); inhibition, %; mitochondrial fusion phenotypic screen, mutant strain inhibition
NS5 inhibitors pilot replicate = also measured in NS5 inhibitors; calls as there; inhibition, %; measured here: pilot screen replicate inhibition
The depositor's hits bear a star; i = inactive; ? = inconclusive; nt = no result given; [ ] = remark or other dose.

SMILES | CSM14.1 death rescue | UTI89 phage lysis | NS5 inhibitors | Yfh1-depleted yeast | XIAP antagonists | RSV CPE inhibition | WT yeast gro inh | WT yeast gro inh mutant strain | SV40 large T antigen | West Nile antiviral | others
COc1ccc(Cc2nnc(NC(=O)c3ccc(OC)c(OC)c3)s2)cc1 | nt | 1.0% | -14.3% | nt | nt | 2.9% | nt | nt | 5.4% | -0.4%
CCS(=O)(=O)CCSc1nc(C)cc(C)c1C#N | 1.1% | 3.7% | -2.7% | i | -2.0% | 1.2% | 9.1 | -6.4 | -1.9% | -0.1%
COc1cccc(/C(O)=C2\C(=O)C(=O)N(c3ccccn3)C2c2ccccc2OC)c1 (stereo unspecified) | 0.9% | -0.4% | -7.2% | i | -2.8% | 0.2% | -11.8 | 5.6 | 4.6% | 0.7%
NC(=O)CSc1nnc(Cn2c(=O)sc3ccccc32)n1-c1cccc(Cl)c1 | -0.5% | -1.5% | 4.8% | i | -0.9% | 2.5% | 2.9 | 14.7 | 4.5% | -0.5%
COCC(C)NC(=O)CCS(=O)(=O)c1nc(-c2ccc(OC)cc2)cc(C(F)(F)F)n1 (stereo unspecified) | nt | 0.0% | 0.6% | i | -3.8% | -4.1% | 5.2 | 23.5 | 12.4% | 0.2%
COc1ccc(NC(=O)CSc2ccc(-c3sc(C)nc3C)nn2)cc1 | nt | -0.2% | 4.5% | nt | nt | 1.3% | nt | nt | 10.2% | -0.2%
COc1ccc(N2C(=O)C3[C@@H](C2=O)C2(Cl)C(Cl)=C(Cl)C3(Cl)C2(OC)OC)cc1 (stereo partly specified) | -2.0% | 3.9% | -3.0% | i | -12.7% | 2.4% | 14.7 | 9.1 | 12.2% | -0.4%
O=C(CSc1nnc(-c2cccc(S(=O)(=O)N3CCCC3)c2)n1-c1ccccc1)Nc1ccc(C(=O)O)cc1 | 1.3% | 0.0% | 4.8% | i | -3.1% | 2.4% | 15.4 | 1.5 | -1.6% | 0.1%
C/C(=N\NC(=O)CSCc1ccccc1Cl)c1cc(O)ccc1O | 12.2% | 2.5% | -0.8% | i | -6.9% | 12.2% | 0.2 | -14.4 | ? | -0.7%
Cc1ccc(NC(=O)/C(=C\c2cccc([N+](=O)[O-])c2)NC(=O)c2cccs2)cc1 | 0.3% | 0.0% | -1.6% | nt | 0.8% | 1.4% | 9.8 | 20.2 | 0.6% | nt
CC(C)c1ccc(C2NC(=S)NC3=C2C(=O)CC(C)(C)C3)cc1 (stereo unspecified) | -0.6% | 1.3% | -10.9% | i | 3.5% | 2.5% | -6.0 | -9.2 | 13.6% | -0.4%
CCCOc1ccc(CNC(=O)c2ccc3c(c2)N(CC)CCS3)cc1 | nt | -0.2% | -3.5% | nt | nt | 1.1% | nt | nt | 5.3% | -0.6%
O=C(NC1CC2CCCC(C1)N2Cc1cccs1)c1ccc([N+](=O)[O-])cc1 (stereo unspecified) | -0.8% | nt | nt | i | -6.5% | -3.6% | 0.9 | 8.1 | 4.3% | -0.3%
CCOC(=O)c1c(NC(=O)CSc2nnnn2-c2ccccc2)sc2c1CC(C)(C)NC2(C)C | nt | 0.2% | -7.4% | nt | nt | 0.1% | nt | nt | -2.7% | 0.7%
O=c1cnnc(Nc2ccccc2F)[nH]1 | -1.2% | -3.2% | -5.7% | i | -7.1% | -1.1% | -19.8 | -21.4 | 2.2% | 0.5%
COCCN(C(=O)Cn1nnc2ccccc21)C(C(=O)NC1CCCC1)c1ccc(OC)cc1OC (stereo unspecified) | 0.4% | -0.3% | 5.9% | i | -12.7% | -0.3% | 13.8 | 12.1 | 3.8% | -0.3%
CC(=O)Nc1cc2ccc(OC(C)=O)cc2oc1=O | 0.3% | 3.7% | -0.7% | i | 0.9% | -0.4% | 13.3 | 2.0 | 13.5% | 0.0%
CC(Nc1cc(N2CCCC2)ccc1[N+](=O)[O-])c1ccccc1 (stereo unspecified) | -0.9% | 0.8% | -6.9% | i | -0.8% | 8.1% | 0.9 | 5.7 | 6.6% | 0.1%
CCNc1c2c3c(cccc3n(C)c1=O)C(=O)c1ccccc1-2 | -2.4% | nt | nt | i | 34.0% | 15.3% | 7.8 | -0.9 | -6.0% | 0.9%
Cc1sc(N)nc1-c1ccccc1 | nt | 0.3% | -3.0% | i | -5.2% | 3.3% | -0.5 | 11.5 | 22.8% | 0.0%

Reprinted from the part before: two compounds; new compounds follow.
SMILES | CSM14.1 death rescue | UTI89 phage lysis | NS5 inhibitors | Yfh1-depleted yeast | XIAP antagonists | RSV CPE inhibition | WT yeast gro inh | WT yeast gro inh mutant strain | SV40 large T antigen | West Nile antiviral | others
CCNc1c2c3c(cccc3n(C)c1=O)C(=O)c1ccccc1-2 | -2.4% | nt | nt | i | 34.0% | 15.3% | 7.8 | -0.9 | -6.0% | 0.9%
Cc1sc(N)nc1-c1ccccc1 | nt | 0.3% | -3.0% | i | -5.2% | 3.3% | -0.5 | 11.5 | 22.8% | 0.0%
Cc1nc(N2CCN(c3ccccc3)CC2)[nH]c(=O)c1Cc1ccccc1 | -1.1% | 0.7% | -0.6% | i | -4.4% | 1.8% | 14.5 | -3.1 | 2.3% | 0.0% | NS5 inhibitors pilot replicate=2.1
CNC(=S)N(CCc1c(C)[nH]c2ccc(OC)cc12)Cc1cccnc1 | -0.7% | -0.4% | -7.9% | i | -0.4% | -1.8% | -6.5 | 9.3 | -1.7% | -0.5%
Cc1cc(C)nc(Nc2ccc(O)cc2)n1 | nt | 0.1% | 1.3% | nt | nt | 1.0% | nt | nt | 45.6% | 0.2%
CC1(C)N=C(N)N=C(N)N1c1ccc(F)cc1F | 0.8% | 0.2% | 2.0% | i | -0.5% | 0.2% | -21.4 | -3.4 | -5.8% | 0.1%
CC1CN(CC(=O)NCc2ccc(Cl)cc2)CC(C)O1 (stereo unspecified) | nt | -0.1% | -4.8% | nt | nt | 0.1% | nt | nt | 9.0% | -0.3%
N#Cc1c(N2CCN(C(=O)c3ccco3)CC2)nc(-c2ccccc2)c2c1CCCC2 | 7.0% | 0.2%[50 µM] | -2.8% | i | -6.0% | 12.6% | 13.4 | 3.1 | 1.9% | 1.7%
Clc1ccc(-n2nnnc2CN2CCOCC2)cc1Cl | 1.3% | 5.0% | -4.4% | i | -4.1% | -0.3% | 12.5 | 11.5 | 4.0% | -0.5%
CCCCCC(=O)NCc1c(C(F)(F)F)nn(C)c1N1CCOCC1 | -0.6% | 0.4% | -9.1% | i | -10.7% | 0.8% | -1.5 | 5.4 | 7.6% | 0.5%
CC1=C(C)[N+](=O)C2CCCCC2N1[O-] (stereo unspecified) | -1.4% | 1.9% | 0.0% | i | -15.5% | 1.0% | -7.8 | 50.3 | 29.5% | -0.2%
COc1ccc(S(=O)(=O)N2CC(C(=O)O)Oc3ccc(CC(=O)O)cc32)cc1 (stereo unspecified) | -1.1% | 0.9% | -4.9% | i | -9.3% | 1.2% | 2.5 | -31.6 | 0.6% | 0.7%
CCOC(=O)c1c(-c2cccc([N+](=O)[O-])c2)csc1NC(=O)CCCOc1ccccc1OC | 1.1% | 0.2% | -1.6% | i | -2.8% | nt | 1.8 | 2.4 | 1.9% | -0.4%
CCOC(=O)c1sc(-c2cccc(C(F)(F)F)c2)nc1O | nt | -0.2% | 6.9% | i | nt | 14.2% | nt | nt | 3.5% | 1.0%
CCN(c1ccc(NC(=O)c2cccc(S(=O)(=O)N3CCN(C)CC3)c2)cc1)C(C)C | nt | -0.2% | -5.8% | nt | nt | 6.5% | nt | nt | 6.2% | -0.6%
Cc1[nH]nc2c1C(c1ccsc1C)C(C#N)=C(N)O2 (stereo unspecified) | -0.7% | 0.1% | -2.1% | i | -7.9% | -0.7% | -0.6 | 18.9 | 20.0% | -0.1%
CC(C)=CCN1CCN(Cc2ccoc2)CC1CCO (stereo unspecified) | 0.5% | 0.5% | -1.5% | i | -4.3% | 1.9% | 4.7 | 13.6 | 3.7% | -0.1%
Cc1ccc(C(=O)NC(=S)N2CCCC2)cc1 | nt | 0.0% | -2.6% | nt | nt | 0.0% | nt | nt | 7.1% | 0.0%
O=C(Nc1sc2c(c1C(=O)NCC(O)CO)CCCC2)c1ccccc1 (stereo unspecified) | nt | 2.5% | -3.9% | nt | nt | 2.0% | nt | nt | 7.0% | nt
Cc1ccc2nc(NC(=O)C3=NN(c4ccccc4)C(=O)CC3)sc2c1 | 0.9% | 0.2% | -4.5% | i | -5.6% | 6.2% | 31.0 | 6.3 | 6.2% | -1.3%
COCCOC(=O)c1c(NC(=O)CN(C)c2ccccc2)sc(C(N)=O)c1C | 0.9% | 0.0% | -0.8% | i | -8.8% | 0.8% | -10.7 | 18.0 | 8.8% | -0.5%
COc1ccc2c(c1)C1=NN(/C(C)=C/C(C)=O)C(c3ccc(F)cc3)C1CC2 (stereo unspecified) | 10.9% | -0.1% | 2.6% | i | 0.0% | 5.7% | 5.1 | -21.9 | 4.2% | -0.4%
O=C(Nc1ccc(-n2nncc2-c2ccco2)cc1)c1cccc(F)c1 | -2.6% | 3.5% | 0.0% | nt | -1.3% | 5.8% | 9.4 | 3.6 | ? | nt
CC(C)NC(=NCc1ccc(Cl)cc1Cl)Nc1ccccc1 | nt | -0.1% | -1.9% | nt | nt | -0.4% | nt | nt | -3.5% | -1.5%
C/C(Cl)=C/CSc1nc2c(c(=O)[nH]c(=O)n2C)n1C(C)C | 1.5% | 0.0% | -1.4% | i | -0.5% | 0.8% | -15.0 | -5.3 | 3.4% | 0.2%
O=C(CSc1nnc(-c2ccccc2)o1)c1ccc2c(c1)OCCO2 | -2.9% | 0.1% | 7.6% | i | -3.8% | 0.6% | 4.2 | 8.2 | 4.4% | 0.0%
CCCOc1ccc(N2CC(C(=O)Nc3ccccc3C(=O)NCc3ccco3)CC2=O)cc1 (stereo unspecified) | -1.1% | 0.6% | -8.8% | i | -1.5% | 1.4% | 7.2 | 12.6 | 22.7% | 1.2%
Cn1c(=O)c2c(nc(CN3CCc4ccccc4C3)n2Cc2ccc(F)cc2)n(C)c1=O | nt | 0.2%[50 µM] | -4.9% | i | nt | ? | nt | nt | nt | 0.3%
CC(=O)c1cc(Cc2csc(C(C)=O)c2)cs1 | 2.1% | 5.5% | -4.1% | i | -4.8% | -1.2% | -4.9 | -21.7 | nt | -0.3%
COCCNC(=O)C(=O)NNC(=O)CCc1ccccc1 | 0.7% | 0.0% | -3.8% | i | -9.0% | 0.9% | -19.8 | -4.2 | nt | 0.0%
CC(C)(C)[C@H]1C=C(C(=O)N2CCN(Cc3ccccc3)CC2)O[C@@H](OCCCCO)C1 | -0.4% | -0.2% | 3.9% | i | -7.5% | 1.9% | -27.6 | -17.4 | 7.5% | -1.1%
COC(=O)C1C(=O)C(C(=O)c2ccccc2)C(=O)CC1(C)C (stereo unspecified) | nt | -1.4% | 3.5% | nt | nt | 2.0% | nt | nt | 8.8% | -0.1%
CC1=C(C#N)C(=O)N(C2CCS(=O)(=O)C2)C(=O)/C1=C\c1ccco1 (stereo unspecified) | nt | nt | nt | i | nt | 1.4% | nt | nt | 7.93µM* | 1.1%
